Bioassay records as filed in PubChem.
KDM5B inh: Primary screen for KDM5B Histone Demethylases FDH-coupled qHTS; KDM5B demethylase, FDH-coupled NADH fluorescence (FDH is formaldehyde dehydrogenase); Potency, µM (highest dose often 57.7 µM), for the others: top-dose activity change, negative = inhibition, actives largely listed as inhibitors; actives 2.6% (n = 220,000); Lysine-specific demethylase 5B (Homo sapiens), Q9UGL1; active = well fitted inhibition curve with a large enough effect; inconclusive = small, poorly fitted or top-dose-only effect; inactive = no such curve, though single readings can be large or run the other way; note: 0% is about no effect; nearly all actives have a fitted effect of over 70% in size
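Compound dilutions met 200 nM (final) KDM5BΔAP for 10 min at room temperature before substrate addition. The substrate mix held 12.5 µM H3K4me3 with cofactors 25 µM α-ketoglutarate and 50 µM Fe²⁺. NADH signal gain over 30 min defined activity.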
* marks the source's active call; other numbers are inactive results; i = inactive; u = inconclusive; [ ] = remark or other dose. Potency is the fitted concentration of half-maximal effect.

SMILES	KDM5B inh
CCC1(C(=O)Nc2cc(OC)ccc2OC)CCCCC(=O)N1 (stereo not given)	12%
COc1ccc2cc(C(=O)N3CCN(c4cccc(C)c4)CC3)c(C)nc2c1	-20%
COc1ccc(S(=O)(=O)N2CCN(Cc3ccc4c(c3)OCO4)CC2)cc1C	-18%
Cc1c(CC(=O)NCc2ccccc2Cl)c(=O)oc2c(C)c(O)ccc12	u
CCCCc1cc(=O)oc2c(C)c(OCC(=O)NCCN(C)C)ccc12	u
COc1ccc(Cl)cc1NC(=O)[C@H]1O[C@@H]2OC(C)(C)O[C@@H]2[C@H]2OC(C)(C)O[C@H]21	-25%
Clc1ccc(Sc2ccc3nnnn3n2)cc1	25%
O=C1NCC2(CCN(C(=O)c3ccc(C(F)(F)F)cc3)CC2)Oc2ccccc21	8%
FC1(F)CN[C@H](c2nc(-c3cccnc3)no2)C1	4%
O=C(O)c1cccc(-n2c(/C=C/c3cccc([N+](=O)[O-])c3)nc3ccccc3c2=O)c1	-5%
Cc1nc(SCC(=O)NCC2CCCO2)c2c3c(sc2n1)CCCC3 (stereo not given)	3%
O=C(NC1CC(=O)N(c2ccccc2)C1)C1CCCC1 (stereo not given)	-25%
COc1ccc(NC(=O)COC(=O)C2CC(=O)N(c3ccc(C)cc3)C2)cc1 (stereo not given)	-10%
COc1ccc(CNC(=O)C[C@@H]2C[C@@H](C(C)C)[C@H](CNC(=O)c3ccc(C#N)cc3)C=C2C)cc1	-25%
CN(Cc1ccc(F)cc1)C(=O)Cc1cccc(Cl)c1	-17%[86.2 µM]
Cc1nnc(CN(C)c2ccc(-c3nc(CCCc4ccccc4)no3)cn2)o1	u
COc1cc(CC(=O)OCC(=O)NCc2ccc(C)cc2)cc(OC)c1OC	19%
O=C(Nc1cccc(F)c1)C1=Cc2sc3c(c2CS1)CCCC3	-13%
O=C(c1ccccc1F)N1CCC2(CC1)C(=O)Nc1ccccc12	-2%[149 µM]
COc1cc(NS(=O)(=O)c2ccc(NC(=O)c3ccc(Cl)cc3Cl)cc2)nc(OC)n1	-6%
O=C(c1ccc(S(=O)(=O)N2CCCC2)cc1)N1CCCCC1	8%
COc1ccc(-c2cc3c(=O)n(CC(=O)Nc4ccccc4C(F)(F)F)ccn3n2)cc1OC	u
O=C(NNC(=S)Nc1ccc(F)cc1)[C@H]1C[C@@H]1c1ccccc1	-5%
O=C(Cc1c[nH]c2ncc(-c3ccccc3)cc12)Nc1ccc(Cl)cc1	-21%[86.2 µM]
O=C(Nc1ccccc1)C1CCN(C(=O)CCc2ncc(-c3ccc(Cl)cc3)o2)CC1	14%
SMILES	KDM5B inh
O=C(C1CC(=O)N(c2n[nH]c3cc(Br)ccc23)C1)N1CCCC1 (stereo not given)	-13%
COc1ccc(-n2c(-c3ccc(F)cc3)cn3c4c(=O)n(C)c(=O)n(C)c4nc23)cc1	4%
COc1ccc(NC(=O)C2CC(=O)Nc3c(C)c(-c4ccc(C)cc4)nn32)cc1OC (stereo not given)	-11%
Cn1ccc2c(C(=O)N[C@H](c3cccs3)C3CC(O)C3)cccc21 (stereo not given in full)	i
O=C(N[C@H]1CCN2C(=O)[C@@H](Cc3c[nH]c4ccccc34)NC(=O)[C@H]12)c1cnccn1	-33%[86.2 µM]
CCN(CC)CCNC(=O)Cc1nn(C)c(=O)c2ccccc12	20%
COC[C@@H]1CN(S(=O)(=O)c2ccccc2F)C[C@H]1C(N)=O	-6%
Cc1cccc(CCNC(=O)c2coc(COc3cccc(F)c3F)n2)n1	8%
COc1ccc(CCN(C)C(=O)c2cccc3c(=O)c(C)c(-c4ccccc4)oc23)cc1OC	22%
Fc1ccc2nc(CO[C@H]3CN(Cc4ccncc4F)C[C@H]3F)[nH]c2c1	-7%[86.2 µM]
Cc1oc(-c2ccccc2)nc1CC(=O)NC(C)C(C)C (stereo not given)	9%
Cn1nc(C(=O)N(Cc2ccc(F)cc2)C2CC2)c2ccccc2c1=O	12%
O=C(Cc1c[nH]c2ncc(-c3ccncc3)cc12)N1CCOCC1	1%[86.2 µM]
CN(C)c1ccc(C2CC(=O)C=C(Nc3ccccc3N)C2)cc1 (stereo not given)	-2%
COc1cccc(CCC(=O)N2CCCN(c3cc(-c4ccc(C)c(C)c4)[nH]n3)CC2)c1	u
COc1ccc(/C=C\c2onc(C)c2S(=O)(=O)N2CCC(C(=O)Nc3ccc(C)cc3C)CC2)cc1	2%
CCCCCc1ccc(C(=O)Cc2ccc(OCC)cc2)cc1	18%
COC(=O)c1cc2occc2n1Cc1nc(-c2ccc(Cl)cc2)oc1C	-1%
COc1ccc(-n2ncc3c2ncn2nc(Cc4ccccc4)nc32)cc1	2%
COC(=O)c1cc2n(n1)CCN(C(=O)c1cc(CC(C)C)[nH]c(=O)n1)C2	u
CCOc1ccc(NC(=O)CS(=O)(=O)Cc2nc(-c3ccc(C)cc3)oc2C)cc1	17%
Cc1ccc2c(-c3oc4ccccc4c3NC(=O)C3CC3)cc(=O)oc2c1	8%
CCCCN(C)CCCNC(=O)CN1C(=O)CSc2ccc(S(=O)(=O)N3CCOCC3)cc21	-4%
CCn1c(CN(c2ccccc2)S(C)(=O)=O)nnc1SCC(=O)c1cc(C)n(C2CC2)c1C	6%
COC(=O)C(=O)CC(=O)c1ccc(Cl)s1	u

15 of the compounds above, as comma-separated lines:
molecule,KDM5B inh
Cc1oc(-c2ccccc2)nc1CC(=O)NC(C)C(C)C (stereo not given),9%
Cn1nc(C(=O)N(Cc2ccc(F)cc2)C2CC2)c2ccccc2c1=O,12%
O=C(Cc1c[nH]c2ncc(-c3ccncc3)cc12)N1CCOCC1,1%[86.2 µM]
CN(C)c1ccc(C2CC(=O)C=C(Nc3ccccc3N)C2)cc1 (stereo not given),-2%
COc1cccc(CCC(=O)N2CCCN(c3cc(-c4ccc(C)c(C)c4)[nH]n3)CC2)c1,u
COc1ccc(/C=C\c2onc(C)c2S(=O)(=O)N2CCC(C(=O)Nc3ccc(C)cc3C)CC2)cc1,2%
CCCCCc1ccc(C(=O)Cc2ccc(OCC)cc2)cc1,18%
COC(=O)c1cc2occc2n1Cc1nc(-c2ccc(Cl)cc2)oc1C,-1%
COc1ccc(-n2ncc3c2ncn2nc(Cc4ccccc4)nc32)cc1,2%
COC(=O)c1cc2n(n1)CCN(C(=O)c1cc(CC(C)C)[nH]c(=O)n1)C2,u
CCOc1ccc(NC(=O)CS(=O)(=O)Cc2nc(-c3ccc(C)cc3)oc2C)cc1,17%
Cc1ccc2c(-c3oc4ccccc4c3NC(=O)C3CC3)cc(=O)oc2c1,8%
CCCCN(C)CCCNC(=O)CN1C(=O)CSc2ccc(S(=O)(=O)N3CCOCC3)cc21,-4%
CCn1c(CN(c2ccccc2)S(C)(=O)=O)nnc1SCC(=O)c1cc(C)n(C2CC2)c1C,6%
COC(=O)C(=O)CC(=O)c1ccc(Cl)s1,u

Going on with the list.
SMILES	KDM5B inh
Cc1cc2nc3n(c(=O)c2n1CC(=O)NCc1ccccc1Cl)CCCC3	12%
O=C(C1CC1)N(C1CCOCC1)C1CCN(S(=O)(=O)c2ccc3c(c2)CCCC3)CC1	17%
CCOC(=O)c1cc(-c2ccc(OC)c(S(=O)(=O)N3CCN(c4ccccc4)CC3)c2)on1	17%
C=CCn1cc(CN2CCOC(Cc3cccc4ccccc34)C2)c(C)n1 (stereo not given)	-12%
Cc1ccc(C)c(Nc2nc(NCc3ccco3)c3ccccc3n2)c1	2%
O=C(NCCC1CCN(C(=O)Nc2ccccc2F)CC1)c1ccccn1	-14%
O=C(NC1CC(=O)N(c2ccc(F)cc2)C1)C1CC1 (stereo not given)	-13%
NC(=O)[C@H](Cc1cccs1)NC(=O)C1=C[C@@H](NC(=O)c2ccc(F)c(Cl)c2)[C@@H](O)[C@H](O)C1	-6%
O=C(c1ccco1)N1CCC(n2cc(-c3nc(-c4ccccc4)no3)nn2)CC1	30%
Cc1cc(CN2CCc3nc(C(C)C)nc(-c4ccc(Cl)cc4)c3CC2)no1	-9%[115 µM]
COc1cccc(CC(=O)NCCC2CCN(C(=O)Nc3ccc(C)cc3)CC2)c1	19%
Cc1ccccc1-c1noc(-c2ccccc2Br)n1	21%
Cc1cc(C)cc(N2CC(c3nc4ccccc4n3CCN3CCOCC3)CC2=O)c1 (stereo not given)	-14%
CN(C)CCN(Cc1ccco1)C(=O)Cn1nc2n(c1=O)CCC(N)CC2 (stereo not given)	2%
Cc1ccc(SCc2ccc(C(=O)Nc3c(C)cccc3C(C)C)cc2)cc1	6%
CN(Cc1ccccc1)C1CCOC2(CCN(C(=O)NC3CCCC3)CC2)C1 (stereo not given)	-7%
O=C(NCCOCCn1c(=O)oc2ccccc21)Nc1ccc(F)cc1F	-7%
COc1ccccc1N1CCN(c2ncc3c(n2)CCN(Cc2ccccc2C)C3)CC1	-16%
CCOc1cc(/C=C2/NC(=O)NC2=O)cc(Cl)c1OCC	-4%
Cc1ccc(-c2ccc3c(N)c(C(=O)Nc4ccccc4)sc3n2)cc1	-17%
COc1cccc(C(NC(=O)c2cc(C(C)=O)c[nH]2)c2nccn2C)c1 (stereo not given)	-6%
CCOc1ccc(CNCc2ccccn2)cc1OCC	7%
COC(=O)c1ccc(COC(=O)COc2ccccc2OC)o1	23%
Cn1c(C(=O)NCCc2ccccc2)cc2cc(S(=O)(=O)N3CCCCC3)ccc21	u
CC(C)(C)NC(=O)CC1(C(=O)NCc2ccc(Cl)cc2)CCCC1	11%
SMILES	KDM5B inh
O=C(NCCS(=O)(=O)N1CCN(c2ccccc2)CC1)C(c1ccccc1)c1ccccc1	-2%
CC1Cc2ccccc2N1S(=O)(=O)c1nnc(NC(=O)c2cccc(F)c2)s1 (stereo not given)	-10%
Cn1c(CN2CCC(O)CC2)nnc1C1CCCN(C2CCNCC2)C1 (stereo not given)	-19%
CCc1ccccc1N(C)C(=O)c1nn(-c2cccc(OC)c2)c(=O)c2ccccc12	2%
Cc1cccc(N(C)C(=O)Cn2nc(-c3ccc(F)cc3)ccc2=O)c1	1%
Cc1cc(C(=O)COC(=O)c2nn(C)c(=O)c3ccccc23)c(C)n1C	-12%
COc1ccccc1-c1cc(C(=O)O)c2cccc(C)c2n1	u
COCC(=O)N[C@H]1C[C@H]2C(=O)NC[C@@H](CCC(=O)N3CCN(c4ccccn4)CC3)N2C1	25µM*
FC(F)(F)c1ccc(Cl)c(N/N=C/c2ccccc2Cl)c1	u
CC1=C[C@@H](CN2CCN(c3cnccn3)CC2)[C@H](C(C)C)C[C@H]1Cc1nnc(-c2ccccc2)o1	28µM*
Cc1cc(C)c(NS(=O)(=O)c2ccc3c(c2)NC(=O)CCS3)c(C)c1	-3%
CC(C)CCN1CCC(N2CCN(S(=O)(=O)C(C)C)CC2)C1=O (stereo not given)	-9%
Cc1c(NC(=O)Nc2ccccc2C(F)(F)F)c(=O)n(-c2ccccc2)n1C	0%
CC1CCN(c2ccc(-c3nc(-c4ccccc4)no3)cc2[N+](=O)[O-])CC1	3%
COc1ccc(-c2ccnc3nc(C(C)C)nn23)cc1	25µM*
CC(C)(CNC(=O)C(C)(C)C)CNC(=O)C(C)(C)C	-9%
CCOc1ccc(CNC(=O)c2cnc3c(C)cccn3c2=O)cc1	1%
Cc1nc(NC(=O)c2cccc(OCC(C)C)c2)ccc1Br	-18%
O=C(Cc1c(Cl)cccc1Cl)NCc1coc(-c2cccs2)n1	-10%
CCNC(=O)c1c(C)oc2c1CN(Cc1sccc1C)CC2	-14%
O=C(Nc1c(C(=O)N2CCN(c3ccccc3F)CC2)oc2ccccc12)c1ccccc1F	u
CN(Cc1ccccc1)Cc1nnc(C(=O)N2CCC[C@@H]2c2ccc(Br)cc2)n1Cc1ccccc1	0%
Cc1ccc2c(c1)-c1c(cnn1CC(=O)Nc1ccccc1C#N)CO2	-25%
O=c1c2nc(-c3ccccc3)ccc2ncn1-c1ccc(F)cc1F	u
NCCC12CC3CC(C1)CC(CCN)(C3)C2	21%
SMILES	KDM5B inh
COc1ccc(CNC(=O)C2CN(S(=O)(=O)C3CC3)CC23CCCCC3)cc1 (stereo not given)	4%
COc1ccc(C(=O)COc2ccccc2C#N)cc1	22%
COc1ccccc1C(=O)Nc1nc(C)c(C(=O)N(C)C)s1	-4%
CCOc1ccc(CNC(=O)C2CCCN(c3nnc(C)c4c(C)n(-c5ccccc5)nc34)C2)cc1 (stereo not given)	u
CCOC(=O)N1CCN(C2CCCN(C(=O)c3ccccc3C(F)(F)F)C2)CC1 (stereo not given)	-6%
CC1=Nc2cc(C(=O)NCCc3ccccc3)ccc2Sc2c(C)ccc(C)c21	-30%
COc1cccc(C(=O)N2CCC3(CC2)CC(OCC2CC2)CCO3)c1 (stereo not given)	-6%
CCc1cc(=O)n(CC(=O)Nc2cccc(NC(C)=O)c2)c(-n2nc(C)cc2C)n1	4%
Cc1ccc(NC(=O)CCC(=O)NNC(=S)Nc2ccc(F)cc2)c(C)c1	-1%
CCN1CCC(N(Cc2ccc(F)cc2)C(=O)Nc2cc(Cl)ccc2C(=O)OC)CC1	u
C=Cc1ccc(Cn2c(=O)cc(C)c3c(C)nn(C)c32)cc1	-30%
CCn1ncc(N2CCCC(CC(=O)O)C2)cc1=O (stereo not given)	-4%
Cc1ccc(C)c(C(=O)N2CC(C(=O)N(C)C)C3(CCOCC3)C2)c1 (stereo not given)	4%
Nc1ccc(C(=O)NCc2cccnc2)cc1	8%
CCS(=O)(=O)N1C[C@@H](Oc2cccnc2)C[C@H]1C(=O)N1CCCC1	-16%
C=CCCC(CN1CCCC1)Oc1ncc(F)c(N2CCCC2)n1 (stereo not given)	u

This is a subset; count on the stated rates, not on these rows.
